Screening results: PubChem, Sanford-Burnham Center for Chemical Genomics
SENP6 inh: inhibitors of human SENP6 protease; Q9GZR1; Recombinant SENP6 catalytic domain, aminoluciferin luminescence; hit rate 1.8% among 330,000; AID 2599; inhibition, % at 10 µM;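 active = inhibition above about 50% at the single tested dose, limit read from the data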;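 also: plate controls were DMSO wells with enzyme for no effect and DMSO wells lacking enzyme for full effect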
Target sequence (Q9GZR1 628-1112 limits assumed): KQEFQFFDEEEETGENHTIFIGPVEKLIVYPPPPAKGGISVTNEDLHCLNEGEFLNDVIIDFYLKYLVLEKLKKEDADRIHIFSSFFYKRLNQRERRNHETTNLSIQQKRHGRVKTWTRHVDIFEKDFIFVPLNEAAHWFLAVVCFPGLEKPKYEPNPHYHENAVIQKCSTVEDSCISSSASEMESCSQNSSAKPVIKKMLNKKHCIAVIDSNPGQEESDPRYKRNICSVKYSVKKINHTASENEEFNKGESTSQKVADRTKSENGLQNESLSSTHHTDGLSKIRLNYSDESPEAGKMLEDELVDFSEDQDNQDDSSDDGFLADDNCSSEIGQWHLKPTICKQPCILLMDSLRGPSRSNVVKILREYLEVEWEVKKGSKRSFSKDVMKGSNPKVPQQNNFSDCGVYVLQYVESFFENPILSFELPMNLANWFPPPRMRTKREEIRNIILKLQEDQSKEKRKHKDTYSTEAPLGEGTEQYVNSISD
APOBEC3G inh: APOBEC3G (human) deaminase inhibition; inhibition, % at 20 µM; hit rate 0.28% among 330,000; Q9HC16; AID 493012; recombinant A3G, ssDNA deamination FAM/TAMRA fluorescence;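 active = inhibition of at least 40% at 20 µM, with no more than 30% in the related APOBEC3A deaminase screen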;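 also: plate controls were DMSO wells with A3G for no effect and wells lacking A3G enzyme for full effect; some compounds called inactive have numbers as strong as hits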
SENP1 FRET inh: blocks the human SENP1 SUMO protease catalytic domain | hit rate 0.21% among 360,000 | Q9P0U3 | inhibition, % at 10 µM | AID 624204 | recombinant SENP1 catalytic domain, CyPet-SUMO1-YPet FRET cleavage;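 active = inhibition at least 30% at 10 µM, raw YFP signal under a set limit, fluorescence ratio 0.5 to 1.5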;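 also: 0% = enzyme with DMSO and 100% = no enzyme wells; some results filed as inactive read as strong as hits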
Target sequence (Q9P0U3 419-644 limits assumed): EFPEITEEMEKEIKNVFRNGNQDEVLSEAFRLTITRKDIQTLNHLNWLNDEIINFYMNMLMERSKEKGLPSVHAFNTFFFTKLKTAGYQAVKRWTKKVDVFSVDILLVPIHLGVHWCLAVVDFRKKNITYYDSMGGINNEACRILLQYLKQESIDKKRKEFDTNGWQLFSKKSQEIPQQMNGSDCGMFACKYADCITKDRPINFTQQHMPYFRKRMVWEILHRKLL
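Test system: hSENP1 catalytic domain, recombinant; Amount: 20 pM final SENP1 enzyme; Medium: Tris pH 8 buffer plus EDTA, NaCl, BME, BSA, NP40, catalase; Schedule: 50 min enzyme reaction, room temperature, light-protected; Technique: FRET fluorescence in CFP and YFP emission channels; Controls: no-enzyme wells low, DMSO-plus-enzyme wells high control.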
UBC13 inh: blocks human UBC13 polyubiquitin chain formation | P61088 | TR-FRET | inhibition, % at 20 µM | hit rate 0.47% among 330,000 | AID 485273; in the data active = inhibition above about 45%, passing the limit was not always enough
SENP7 inh: SENP7 protease inhibition; Q9BQF6; recombinant SENP7, Z-RLRGG-aminoluciferin luminescence, 40 min; inhibition, % at 5 µM; hit rate 1.5% among 330,000;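 active = inhibition above about 50% at the single test dose, limit read from the data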;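 also: plate controls were DMSO with enzyme for no effect and no enzyme buffer wells for full effect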
Apaf-1 inh: human Apaf-1 inhibition; reconstituted apoptosome caspase-3 activity, DEVD-Rh110 fluorescence; hit rate 0.71% among 330,000; inhibition, % at 20 µM; O14727; active = inhibition of at least 40% at 20 µM;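 also: plate controls were DMSO wells for no effect and DEVD-CHO caspase inhibitor wells for full effect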
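Material: reconstituted apoptosome with Apaf-1, cytochrome c, caspase-9, procaspase-3, dATP. Technique: Rh110 fluorescence intensity. Buffer or medium: pH 7.5 Hepes buffer with CHAPS, BSA, DTT. Times: 30 min plus 50 min, RT.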
SENP8 block-1: inhibitors of human SENP8 protease; purified SENP8, Z-RLRGG-aminoluciferin cleavage, luminescence; inhibition, % at 10 µM; hit rate 1.2% among 330,000; AID 2540; in the data active = inhibition above about 50%
Target sequence (Q96LD8 whole entry, looked up): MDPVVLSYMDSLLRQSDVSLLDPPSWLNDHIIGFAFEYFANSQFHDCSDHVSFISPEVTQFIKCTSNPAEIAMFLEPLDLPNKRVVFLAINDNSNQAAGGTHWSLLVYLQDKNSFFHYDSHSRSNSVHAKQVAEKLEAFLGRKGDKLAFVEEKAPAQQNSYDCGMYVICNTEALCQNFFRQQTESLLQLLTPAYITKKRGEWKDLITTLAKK
SENP8 block-2: inhibitors of human SENP8 protease. Q96LD8. recombinant SENP8, Nedd8 substrate fluorescence. inhibition, % at 20 µM. hit rate 0.64% among 360,000. AID 602440; in the data active = inhibition mostly above about 40%, no sharp cut-off; inactive = mostly below about 27%
Starred values were filed as active, the others as inactive; & = joins results of further samples.

SMILES	SENP6 inh	APOBEC3G inh	SENP1 FRET inh	UBC13 inh	SENP7 inh	Apaf-1 inh	SENP8 block-1	SENP8 block-2
CCS(=O)(=O)C1=NSC2=NC(=O)/C(=C\c3ccc(OC(=O)c4ccco4)cc3)C(=N)N21	6	1	-130	-15	7	5	-4	10
O=C(C1CCN(S(=O)(=O)c2ccc(Cl)cc2)CC1)N1CCOCC1	9	-3	1	-16	0	6	2	15
Cc1occc1C(=O)N(Cc1nc(-c2ccccc2)no1)C(C)C	4	-6	4	-1	-3	0	7	-6
Cc1cc(C(F)F)nn1CC(=O)NC1C(=O)N2C(C(=O)O)=C(CSc3nnnn3C)CSC12 (stereo not drawn)	-14	5	3	-3	0	-9	2	-9
CC(=O)Nc1cc2nc(C)n(Cc3ccccc3[N+](=O)[O-])c2nc1C	7	1	1	0	1	-19	6	11
COc1ccc(-c2csc(NC(=O)C3CCCO3)n2)cc1 (stereo not drawn)	-4	-2	-1	-2	1	-7	-2	14
Cc1cc(C)cc(NC(=O)Cc2ccc(S(=O)(=O)N3CCCC3)s2)c1	10	-2	1	11	7	1	-3	11
COc1cc(NS(=O)(=O)c2ccc3c(c2)n(C)c(=O)n3C)cc(OC)c1	23	3	-3	2	1	1	-5	24
CCCCCCCCNC(C)C(O)c1ccc(SC(C)C)cc1 (stereo not drawn)	-12	-6	1	71*	5	58*	-7	5
CCn1c2ccccc2c2cc(NC(=O)CSc3nnc(-c4cccc(F)c4)o3)ccc21	-10	-2	0	-8	5	19	-1	2
CCn1c(=N)n(CC(=O)c2ccc(Cl)c(Cl)c2)c2ccccc21	-22	-11	6	10	-14	22	-17	7
CN(C)CCCNCCCNC(=O)c1ccco1	-6	-4	3&1	18	1	1	0	12&6
CCOc1ccc(S(=O)(=O)NCc2ccccn2)c(C)c1C	0	-3	2	-8	-12	-5	-1	6
CC1CN(C(=O)C2CC(=O)N(c3ccc(Cl)cc3)C2)CC(C)O1 (stereo not drawn)	-20	5	1	-5	-2	11	-6	5
CCC1=Nc2cc(C(=O)NCC3CCCO3)ccc2Sc2ccc(Br)cc21 (stereo not drawn)	-20	-7	-2	-10	-7	21	-12	17
COc1ccc2c(/C=N/NS(=O)(=O)c3ccc(C)cc3)c[nH]c2c1	-6	-2	-9	-6	3	-25	9	1
CC1CC(C)(C)NC(=S)N1CCC(=O)N1CCc2ccccc2C1 (stereo not drawn)	19	-6	2	2	4	-6	0	13
Cc1ncoc1C(=O)N1CCCC(C(=O)c2cccc(OC(C)C)c2)C1 (stereo not drawn)	6	-1	2	-2	-6	-3	2	5
CCCCc1cc(=O)oc2cc(OCC(=O)NCCN3CCOCC3)c(Cl)cc12	-1	-2	-4	0	-4	61*	7	-217
O=C(NCC1OCCc2ccccc21)c1cc(COc2c(F)cccc2F)on1 (stereo not drawn)	13	-4	-4	0	7	24	-4	0
CCOc1cc(C(=S)N2CCOCC2)ccc1OC(=O)c1ccccc1	5	12	-1	-10	3	13	0	30
CCC(=O)c1ccc(OCC(O)CN2CCN(C(c3ccccc3)c3ccccc3)CC2)cc1 (stereo not drawn)	-8	-6	2	12	-4	12	-12	12
CCC(c1nnnn1CCC(C)C)N1CCC(C(N)=O)CC1 (stereo not drawn)	-14	-7	-9	-1	-1	10	-10	14
COC(=O)COc1ccc2oc(=O)cc(-c3cc4cccc(OC)c4o3)c2c1	-11	-4	-7	6	3	3	1	-141
COc1ccccc1S(=O)(=O)Cc1ccc(C(=O)NC(C)c2ccc3c(c2)OCCO3)o1 (stereo not drawn)	5	1	0	6	10	8	5	16
O=C(NCC(=O)N(CC1CCCO1)C(C(=O)NC1CCCCC1)c1cccnc1)c1cccs1 (stereo not drawn)	-8	-6	1	3	0	-14	4	4
CN(C)C(=O)c1ccc(-n2nc(C(F)(F)F)c3c2CCCC3)cc1	7	4	1	4	9	16	-1	14
Cc1ccc(-c2nc3c(c(=O)[nH]c(=O)n3CC(C)C)n2CC(C)C)cc1[N+](=O)[O-]	-5	-14	0	6	-6	0	0	-4
COc1ccc(CCN=C(N)NS(=O)(=O)c2ccccc2)cc1OC	-9	-12	1	0	-4	14	-7	14
COC(=O)c1c(C(=O)OC)c(-c2ccc(C)cc2)n2c1CS(=O)(=O)C2	-6	0	1	-4	8	3	2	16
CCCOC(=O)c1ccc(NC(=O)CC(C)(C)C)cc1	12	-1	-3	7	-2	5	2	7
Cc1cc(C(=O)COC(=O)C2=NNC(=O)CC2)c(C)n1CCc1ccccc1	-5	3	-3	-6	10	5	0	6
N#C/C(C(=O)c1ccccc1)=C1/CCCN1	-4	-4	2	6	1	-2	-2	6
O=C(CCn1cccn1)Nc1ccc2c(c1)OCCO2	7	3	1	-2	4	-1	-1	12
CCc1ccc(NC(=O)CSc2nc(=O)n(CCCN3CCOCC3)c3c2CCC3)cc1	-12	-3	0	-2	7	0	-7	-12
CC(=O)c1ccc(CCCC(=O)O)cc1	-4	-2	1	4	5	-2	9	4
CC(=O)OCC1(C)CN(c2ccccc2)NC1=O (stereo not drawn)	5	5	0	5	2	10	-1	3
COc1ccc(OCC(=O)N2c3ccccc3CCc3ccccc32)cc1	-8	-3	2	11	-6	8	-5	28
O=C(CCN1CCN(c2ccccc2)CC1)Nc1ccc2c(c1)OCO2	-4	1	3	3	-2	-3	-8	11
Cc1ccc(C2SCC(C(=O)O)N2C(=O)c2ccc(F)cc2)cc1 (stereo not drawn)	14	-1	1	-3	5	0	10	7
O=C(N/N=C\C=C\c1ccc2c(c1)OCO2)c1ccc(F)cc1	0	-6	-3	4	-1	3	-7	-375
Cc1ccc(NC(=S)N(Cc2cccs2)Cc2cc3cc(C)cc(C)c3[nH]c2=O)cc1	-8	8	1	-15	5	19	-5	-10
CC1CCN(C(=O)c2ccc(S(=O)(=O)Cc3cc(F)ccc3F)c([N+](=O)[O-])c2)CC1	-27	-9	0	-15	-3	8	-12	15
CCc1cc(C(=O)NNC(=O)c2csc(N3CCOCC3)n2)sc1C	-9	-10	1	-1	-1	2	-2	7
COc1ccc2nc(NC(=O)CSc3nnc4n3C(C)(C)Cc3ccccc3-4)sc2c1	-2	-1	1	-5	-2	17	-15	10
Cc1ccc2[nH]c(=O)c(CN(Cc3cccnc3)C(=O)c3ccncc3)cc2c1	0	2	0	3	-2	3	1	-97
Cc1nc(C)c(-c2csc(Nc3ccc(F)cc3)n2)s1	-1	-6	1	0	1	18	-2	-14
Cc1cc(C)c(Cn2cnc(-c3ccc([N+](=O)[O-])cc3)c2)c(C)c1	-4	-7	3	-9	-3	20	-3	12
CCOC(=O)C1C(c2cccc([N+](=O)[O-])c2)C2C(=O)NN=C2CC1(C)O (stereo not drawn)	-6	1	0	-2	4	-13	-7	18
COCCSc1nnc(NC(=O)CSCc2ccccc2)s1	-5	-7	2	-4	-5	-20	-5	8
CCCCCOc1ccccc1C(=O)NCCCCCC(=O)O	-4	-4	2	6	2	-14	-3	21
CC1CN(c2ccccc2)CCN1C(=O)c1cc(COc2c(F)cccc2F)on1 (stereo not drawn)	0	-2	-11	-7	0	12	6	-8
CCC(=O)NC(c1ccco1)c1cc(Cl)c2ccccc2c1O (stereo not drawn)	-2	-8	-38	35	13	5	1	-349
Cc1ccc(C(=O)Nc2ccc3c(c2)CCC3)cc1	88*	3	0	-5	91*	4	81*	10
CCN(CC)CCCN1C(=O)C(O)=C(C(=O)c2ccc(C)o2)C1c1ccc(C)o1 (stereo not drawn)	2	-11	-9	-12	-4	16	-8	-5
Cc1ccc(N2C(=O)N3[C@H](c4ccc(Br)cc4)[C@@H]4C(=O)N(C(C)(C)C)C(=O)[C@@H]4[C@]3(C)C2=O)cc1	3	-3	-6	20	-2	19	-1	-4
O=C(COC(=O)c1cc(=O)[nH]c2ccccc12)NCc1cccc(Cl)c1	-8	-8	5	2	-13	17	-12	-236
COC(=O)[C@H](Cc1ccccc1)NC(=O)Nc1ccc(OC)cc1	-2	0	-2	3	-5	-14	4	3
CN(C)C(=O)c1ccc(NC(=O)CSc2nnc(-c3ccc4c(c3)OCO4)o2)cc1	-4	8	1	0	-1	6	5	-13
CC(C)(C)S(=O)(=O)c1cnc(N2CCOCC2)nc1N	-6	-1	-2	-2	2	-25	5	7
(list continues)
SMILES	SENP6 inh	APOBEC3G inh	SENP1 FRET inh	UBC13 inh	SENP7 inh	Apaf-1 inh	SENP8 block-1	SENP8 block-2
CCOc1ccc(N2CC(=O)N(c3ccc(OCC)cc3)CC2=O)cc1	-8	-11	0	0	8	-7	-3	4
CCOc1ccc(Cn2nnc(C(=O)Nc3cc(C)cc(C)c3)c2N)cc1	-10	-5	0	0	-3	-9	7	8
O=C(NCCc1ccc(F)cc1)NC12CC3CC(CC(C3)C1)C2	-17	-5	0	2	-5	17	-7	4
Cc1c(NC(=O)C(=O)N/N=C/c2cccs2)c(=O)n(-c2ccccc2)n1C	10	-7	1	-3	2	-17	8	14
Cc1nc(SCC(=O)NC(C)c2ccccc2)c2oc3ccccc3c2n1 (stereo not drawn)	4	-4	-1	4	-1	7	1	5
CC(C)Cn1c(N)c(C(=O)COC(=O)c2c(F)cccc2F)c(=O)n(C)c1=O	-20	-6	-2	3	7	0	-1	-161
Cc1ccc2c(c1)c1c3n2CCN(C(=O)CCl)C3CCC1 (stereo not drawn)	-3	-1	15	5	9	19	-2	-17
COC(=O)C(O)(NC(=O)OCc1ccccc1)C(F)(F)F (stereo not drawn)	7	-1	0	-11	3	20	1	8
COc1cc(CNc2ccc3[nH]c(=O)[nH]c3c2)ccc1OCc1ccccc1C	30	-6	-38	2	17	12	9	-242
Nn1c(=O)[nH]c2ccccc2c1=O	-4	-9	2	4	-6	-10	6	0
O=C(O)c1cccc(S(=O)(=O)N2CCC(Cc3ccccc3)CC2)c1	10	-3	2	-2	-5	-11	7	3
Cc1cc(C(=O)COC(=O)c2ccc(O)cc2)c(C)n1Cc1ccco1	33	6	-4	6	-5	7	-5	0
COc1ccc(CN(C)C2CCCCC2)cc1	-9	-6	-7	10	7	-24	0	20
COc1ccccc1/C=C1\Oc2cc(OC(=O)N3CCOCC3)ccc2C1=O	-37	-9	-34	-3	5	13	3	-455
CC(C)(C)NC(=O)C(=O)N/N=C/c1ccc(Br)cc1	-1	2	0	-6	-2	-3	-3	27
COCCNC(=O)C1CCN(S(=O)(=O)N2CCC3(CC2)OCCO3)CC1	-19	-7	2	4	-7	-11	-1	14
O=[N+]([O-])c1ccc(C2CCCC/C2=N\OCc2cccc(F)c2)c([N+](=O)[O-])c1 (stereo not drawn)	0	-3	2	-8	-9	8	-13	21
O=C(CSc1ccc(-c2ccc(Cl)cc2)nn1)N1CCCc2ccccc21	18	-7	0	-6	0	13	-3	16
